Gal4-VP16 FLuc: Gal4-VP16 reporter inhibition counter-screen; Drosophila S2 Gal4-VP16 UAS-luciferase, luminescence, 20 h; Potency, µM (highest dose often 53.6 µM), without a hit: at the highest dose activity, negative = inhibition, usual class: inhibitors; 310,000 tested, 3.5% active;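 note: Gal4-VP16 expression switched on by copper sulfate through the metallothionein promoter; potency is the fitted concentration of half-maximal effect; % is set by controls: 0 for no effect and ±100 for the full control effect; nearly all actives have a fitted effect of over 50% in size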
Mito fusion act: blocks mitochondrial division or promotes mitochondrial fusion; S. cerevisiae fusion-defective mutant growth rescue, CellTiterGlo 48 h; Potency, µM (titrated, usually from 46.1 µM), without a hit: top-dose growth rescue (activation), usual class: activators; 320,000 tested, 0.23% active;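 note: potency is the fitted concentration of half-maximal effect; % of control where 0% means no effect; nearly all actives have a fitted effect of over 45% in size; temperature-sensitive fusion mutants such as fzo1-1 at 37 °C on non-fermentable ethanol glycerol medium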
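Temperature-sensitive fusion-defective S. cerevisiae (e.g. fzo1-1, mgm1-5) were grown with compound in YPEG medium (3% ethanol, 3% glycerol) for 48 hours at 37C. Growth rescue was measured as viability by CellTiterGlo luminescence after 10 minutes at ambient.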
NPC1 prom act: NPC1 promoter activation; Huh7 NPC1 promoter luciferase reporter, 24 h; Potency, µM (titrated, usually from 9.22 µM), inactives show at the highest dose activation, most hits filed as activators; 320,000 tested, 2.4% active; AID 485313;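 note: potency is the fitted concentration of half-maximal effect; % of control where 0% means no effect; nearly all actives have a fitted effect of over 60% in size; reporter is driven by a mutant NPC1 promoter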
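Huh7 reporter cells (NPC1 promoter driving luciferase) are dosed with compound for 24 h at 37 °C, 5% CO2; luciferase detection reagent is then added and luminescence measured after 10 min at ambient temperature.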
Rab9 promoter act: activates the Rab9 promoter | Huh7 Rab9 promoter-luciferase reporter, luminescence, 24 h | Potency, µM (titrated, usually from 9.22 µM), inactives show at the highest dose activation, negative = inhibition, actives largely listed as activators | 320,000 tested, 2.8% active | AID 485297; note: potency is the fitted concentration of half-maximal effect; % of control where 0% means no effect; nearly all actives have a fitted effect of over 60% in size
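Rab9 promoter-driven luciferase in stably transfected Huh7 cells; 1500 cells/well rested 2 h, exposed to compound in DMSO for 24 h at 37 °C, 5% CO2. Luminescence read 10 min after adding luciferase reagent at ambient temperature.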
KCNH2 3.1 block: inhibitors of human KCNH2 3.1 potassium channel isoform | U2OS KCNH2 3.1, thallium flux FluxOr; stronger effect = lower value | activity change, % (tested at about 1.8 µM) | 340,000 tested, 0.95% active | AID 720553;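 active = maximum activity change below -70%; inconclusive = maximum activity change from -70% to -50%; inactive = maximum activity change above -50%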;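 note: thallium influx rate constant from kinetic fluorescence after stimulation buffer; % is set by controls: 0 for no effect and ±100 for the full control effect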
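U2OS cells transduced with KCNH2 3.1 mutant virus (1.77 x 10^8 /mL, 4 h), plated overnight at 37 C, loaded 45 min with FluxOr dye plus Red40 quencher. Thallium flux rate constant from kinetic reads after stimulation buffer, normalised to controls.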
ELG1 DNA repair: inhibitors of ELG1-dependent DNA repair in HEK293T cells; Potency, µM (titrated, usually from 46.1 µM), inactives show at the top dose activity change, negative = inhibition, most hits filed as inhibitors; 330,000 tested, 2.3% active; HEK293T ELG1-luciferase reporter, luminescence, 16 h; DNA damage induced by 5-fluorouridine; AID 504467; note: potency is the fitted concentration of half-maximal effect; % is set by controls: 0 for no effect and ±100 for the full control effect; nearly all actives have a fitted effect of over 55% in size
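Reporter activity after DNA damage by 5-fluorouridine is monitored. Compound-treated cells incubate 16 hr at 37 °C, then ONE-Glo is added for 30 min before luminescence reading.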
PKM2 activator: increases activity of human pyruvate kinase M2. P14618. purified PKM2, Kinase-Glo ATP luminescence, activation; response scale: 0% is enzyme alone, no compound. Potency, µM (highest dose often 57.5 µM), without a hit: at the highest dose activation, usual class: activators. 260,000 tested, 0.34% active. AID 1631; note: potency is the fitted concentration of half-maximal effect; % is set by controls: 0 for no effect and ±100 for the full control effect; nearly all actives have a fitted effect of over 55% in size
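Kinase-Glo luminescence reports ATP generated from ADP (0.1 mM) and PEP (0.5 mM) by purified hPK-M2 after 1 h at room temperature, pH 7.2 imidazole buffer; intermediate enzyme activity allows detecting inhibitors and activators.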
RORgamma inh: inhibitors of mouse ROR gamma transcriptional activity; P51450; Drosophila S2 Gal4-RORgamma UAS-luciferase reporter, 20 h; Potency, µM (series often up to 53.6 µM), for the others: at the top dose activity change, negative = inhibition, actives largely listed as inhibitors; 310,000 tested, 5.4% active; note: potency is the fitted concentration of half-maximal effect; % is set by controls: 0 for no effect and ±100 for the full control effect; nearly all actives have a fitted effect of over 60% in size
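ROR gamma transcriptional activity was tracked as Gal4-UAS luciferase output in stably transfected Drosophila Schneider cells, with compound added 1 hr before 700 uM copper sulfate induction and a 20 hr ambient-temperature incubation.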
Menin MLL FP TR: displaces Texas Red mutant MLL peptide from human menin. O00255. Menin + Texas Red MLL mutant peptide, fluorescence polarization. Potency, µM (series often up to 61.6 µM), inactives show top-dose FP activity change, negative = inhibition, actives largely listed as inhibitors. 270,000 tested, 0.23% active. AID 1768; active = well fitted inhibition curve with a large enough effect in the polarisation, with a control signal flat, not every such curve was filed as active; inconclusive = small, poorly fitted or top-dose-only effect, or effect the other way, or a change in a side signal; inactive = no such curve, though single readings can be large or run the other way; the % refers to the polarisation; note: potency is the fitted concentration of half-maximal effect; % of control where 0% means no effect; many of its hits are not listed in these tables
Target sequence (O00255 whole entry, looked up): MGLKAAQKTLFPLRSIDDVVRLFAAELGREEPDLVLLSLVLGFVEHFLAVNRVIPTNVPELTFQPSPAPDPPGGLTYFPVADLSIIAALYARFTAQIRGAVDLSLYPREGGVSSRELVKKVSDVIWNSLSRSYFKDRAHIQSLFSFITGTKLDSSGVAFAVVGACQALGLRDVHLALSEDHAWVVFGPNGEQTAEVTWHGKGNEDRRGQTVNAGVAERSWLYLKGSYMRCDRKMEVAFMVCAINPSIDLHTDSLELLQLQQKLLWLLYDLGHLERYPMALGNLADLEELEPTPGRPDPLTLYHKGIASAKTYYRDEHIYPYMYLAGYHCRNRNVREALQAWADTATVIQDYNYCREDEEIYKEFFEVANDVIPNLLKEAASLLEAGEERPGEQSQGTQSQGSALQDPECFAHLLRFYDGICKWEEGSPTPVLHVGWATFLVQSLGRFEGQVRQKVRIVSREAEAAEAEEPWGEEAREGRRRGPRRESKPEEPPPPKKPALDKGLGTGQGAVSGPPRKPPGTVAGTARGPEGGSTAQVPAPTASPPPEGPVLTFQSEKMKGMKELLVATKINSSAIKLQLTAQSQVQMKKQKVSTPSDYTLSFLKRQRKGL
MBNL1 CUG block: MBNL1-poly(CUG) RNA binding inhibition. Q9NR56. TR-FRET MBNL1-His/biotin-(CUG)12 binding, 665/545 ratio. Potency, µM (titrated, usually from 57.5 µM), for inactives: at the highest dose activity change, negative = inhibition, usual class: inhibitors. 280,000 tested, 0.036% active. AID 2675; active = well fitted inhibition curve with a large enough effect in the signal ratio, with a control signal flat, not every such curve was filed as active; inconclusive = small, poorly fitted or top-dose-only effect, or effect the other way, or a change in a side signal; inactive = no such curve, though single readings can be large or run the other way; the % refers to the signal ratio; note: potency is the fitted concentration of half-maximal effect; % is set by controls: 0 for no effect and ±100 for the full control effect
Target sequence (Q9NR56 whole entry, looked up): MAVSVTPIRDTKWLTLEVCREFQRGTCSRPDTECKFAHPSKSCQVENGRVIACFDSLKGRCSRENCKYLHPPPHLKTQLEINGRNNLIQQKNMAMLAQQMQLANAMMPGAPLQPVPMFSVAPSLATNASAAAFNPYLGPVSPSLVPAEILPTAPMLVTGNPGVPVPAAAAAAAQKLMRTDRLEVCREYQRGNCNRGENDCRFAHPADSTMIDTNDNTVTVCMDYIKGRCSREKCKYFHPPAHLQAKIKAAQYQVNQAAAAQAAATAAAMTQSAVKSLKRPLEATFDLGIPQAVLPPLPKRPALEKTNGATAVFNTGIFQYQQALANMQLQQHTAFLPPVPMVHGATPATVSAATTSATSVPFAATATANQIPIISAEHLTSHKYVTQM
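Inhibition of protein-RNA binding appears as loss of TR-FRET between terbium anti-His antibody on MBNL1-His and streptavidin-XL665 on biotin-(CUG)12. Activity is normalized to buffer-only and uninhibited-complex controls.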
FLuc counter: firefly luciferase modulation, counter-screen for miR-21 project; P08659; purified FLuc, Km substrates, luminescence inhibition; Potency, µM (series often up to 57.5 µM), for the others: at the top dose activity change, negative = inhibition, most hits filed as inhibitors; 360,000 tested, 6.9% active; AID 588342;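 note: potency is the fitted concentration of half-maximal effect; plate controls were vehicle for no effect and reference inhibitor for full effect; nearly all actives have a fitted effect of over 55% in size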
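Purified P. pyralis luciferase, 10 nM final, with Km-level 10 uM D-luciferin and 10 uM ATP in 50 mM Tris acetate pH 7.5, 10 mM Mg acetate, 0.01% Tween-20, 0.05% BSA; 6-point qHTS titration about 60 µM downward; luminescence read.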
* marks the source's active call; other numbers are inactive results; ? = inconclusive; · = no result given; & = joins results of further samples; [ ] = another dose, or the depositor's remark. Unless noted, calls come from the whole dose curve; as a rule, active = well fitted curve in the direction sought with a large enough effect; inconclusive = small, poorly fitted or top-dose-only effect, or another doubt; inactive = no such curve, though single readings can be large; an effect the other way counts as inactive or inconclusive. An excerpt, so the mix of outcomes need not match the whole.

compound	Gal4-VP16 FLuc	Mito fusion act	NPC1 prom act	Rab9 promoter act	KCNH2 3.1 block	ELG1 DNA repair	PKM2 activator	RORgamma inh	Menin MLL FP TR	MBNL1 CUG block	FLuc counter
CCC(C)OC(=O)C1=C(C)NC2=C(C(=O)C(C(=O)OC)C(C)C2)C1c1ccc(N(C)C)cc1 (stereo unspecified)	-10%[0.365 µM]	1%	1%	-5%	11	1%	-1%	?	-11%	?	7%
NS(=O)(=O)c1cccc2c1c([N+](=O)[O-])cc1nc(O)c(O)nc12	-11%	22%&0%	-10%[46.1 µM]	-21%[46.1 µM]	18	13%	·	3%	9%	?	-2%
COC(=O)c1c(-c2ccccc2)csc1NC(=O)CSc1ncnc2sc(C)c(C)c12	-6%	-2%	-6%	-1%	-11	-15%	-5%	-2%	18%	28%	-1%
CC1=C(C(=O)OCC2CCCO2)C(c2ccc(Cl)cc2)NC(=O)N1 (stereo unspecified)	6%	-2%	-5%	-4%	1	-8%	1%	23%	5%	·	1%
COc1cccc(-c2cc(C(=O)Nc3c(C)nn(Cc4ccccc4C)c3C)no2)c1	-26%	-8%	-4%	1%	-9	?	-1%	?	-11%	6%	-1%
COc1ccc(NC(=O)CSc2ccc3c(c2)OCCO3)cc1OC	-14%	1%	-2%	8%	5	-11%	6%	27%	9%	-1%	-7%
Cc1ccc(-n2c(C)cc(/C=N/NC(=O)c3ccncc3)c2C)c(C)c1	-6%	-6%	-5%	8%	1	5%	-1%	19%	10%	-4%	12µM*
Cn1c(=O)n(Cc2ccccc2)c(=O)c2c1nc1n2CCCN1CCc1ccccc1	3%	19%	-3%	-12%	-3	23µM*	17%	13%	0%	-6%	1%
O=C(/C=C/c1cccc(Cl)c1)NNC(=O)c1ccncc1	·	0%	-3%	-4%	-3	-2%	·	·	·	·	-20%
COc1ccc(N2CCN(c3c(S(=O)(=O)c4ccccc4)cnc4ccc(OC)cc34)CC2)cc1	1%	-18%	-1%	0%	-12	18µM*	2%	?	-2%	6%	3%
O=C(CSc1ncnc2sccc12)Nc1ccccc1	-7%	1%	-4%	-6%	-31	?	10%	1%	0%	2%	-5%
CCOC(=O)c1c(NC(=O)C2C3CCC(O3)C2C(=O)O)sc(C)c1-c1ccc(C)cc1 (stereo unspecified)	2%	0%	-4%	0%	0	-2%	-2%	9%	-1%	5%	10%
CN1CCN(NC(=O)c2cn(-c3ccccc3)nc2-c2ccc(OC(F)F)cc2)CC1	-14%	-1%	-10%	0%	-20	7%	-2%	2%	-1%	0%	-1%
CC(NC(=O)C1CCC(C(=O)NC(C)c2ccccc2)CC1)c1ccccc1 (stereo unspecified)	2%	2%	0%	0%	1	-22%	2%[11.5 µM]	-14%	0%	-1%	1%
COc1ccc(NC(=S)NC(=O)C2CCC2)cc1	11µM*	-14%	?	4.5µM*	14	?	-5%	8.9µM*	·	-2%	17µM*
CC1(C)CC=C(NNC(=O)c2cccnc2)C(=O)C1	-2%	3%	-1%	-3%	-6	-12%	0%	3%	1%	-1%	-4%
O=C(COc1ccccc1)N(CCc1ccccc1)c1nc(-c2ccc(F)cc2)cs1	-3%	-2%	-1%	1%	-2	?	0%	13%	-9%	-10%	2%
COc1ccc(-c2cc([C@H]3[C@H]4C=CC[C@@H](C)[C@@H]4C(=O)N3Cc3ccccc3)ccc2F)cc1OC	?	12%	-2%	-1%	16	-24%	0%	34%	·	-7%	?
COc1cccc(/C=C2\N=C3CCCCCN3C2=O)c1	-8%	-1%	0%	2%	1	?	-5%	29%	0%	?	13µM*
Cc1ccccc1C(=O)Nc1cccc(NC(=O)c2ccc(-c3ccc(Br)cc3)o2)c1	-3%	1%	-3%	-1%	-49	9.2µM*	0%	27%	?	11%	4.8µM*
Cc1ccc(CN(C)C(=O)CSc2nnc3n2CCCCC3)c(C)c1	·	-3%	1%	1%	12	2%	·	·	·	·	1%
O=C(NCc1cccs1)c1ccc(S(=O)(=O)N2CCCCC2)cc1	-19%	-1%	-3%	-3%	-13	-6%	6%	32%	2%	-4%	-3%
CCCn1c(SCC(=O)NC(=O)NCc2ccco2)n[nH]c1=O	4%	0%	-1%	-1%	·	4%	?	27%	3%	-1%	2%
CCOC(=O)[C@H]1[C@H]2COc3ccccc3[C@@H]2N2C(=O)c3cc(Br)ccc3NC(=O)[C@@]12C	·	?	-1%	-5%	-21	-19%	·	·	·	·	5%
O=C1c2ccccc2C(=O)N1CC(=O)N1c2ccccc2Sc2ccc(C(F)(F)F)cc21	-15%	0%	-2%	-5%	6	15%	3%	1%	-14%	-6%	1%
CCCCN(CC(=O)NC1CCCC1)C(=O)C(=O)Nc1ccc2c(c1)OCCO2	11%	1%	?	0%	4	-6%	-6%	-31%	8%	2%	-1%
CCCCCCc1nnc(N)s1	0%	-2%	0%	18%	-8	12%	-4%	-25%	-1%	-4%	0%
COC(=O)c1cc2c(cc1Cl)N1CCCCCC1=NS2(=O)=O	3%	2%	9%	1%	16	4%	2%	17%	·	2%	-12%
CCCCOC(=O)Nc1ccc(N2CCCCC2)cc1	-17%	0%	2.2µM*	3.2µM*	8	?	2%	-5%	-5%[11.7 µM]	-1%	3µM*
O=C(O)CSc1nnc(-c2ccc3c(c2)OCO3)o1	?	-1%	-2%	-3%	-15	7%	-3%	?	-1%	-1%	?
C=C(C)[C@@H]1CC=C(CN2CCC(CCOC)(C(=O)OCC)CC2)CC1	0%	-2%	-2%	-2%	-12	3%	-11%	-1%	-8%	-4%	0%
C=CCNc1nc(C)c(CNc2c(C)cc(C)cc2C)nc1C#N	-3%	0%	4%	1%	-9	1%	-1%	-1%	-21%	5%	6%
COc1ccc(C(=S)N2CCN(C)CC2)cc1Br	16%	-7%	-1%	5%	-7	7%	-7%	-26%	3%	1%	-1%
CC1(C)Cc2nc(N)c(C(=O)NCCO)cc2CO1	-6%	0%	-3%	0%	-5	-1%	-1%	-1%	5%	3%	5%
Cn1c(N2CCCC2)nc2c1c(=O)n(Cc1ccc(F)cc1)c(=O)n2C	-4%	-2%	-1%	0%	35	?	12%	-11%	4%	-10%	3%
CC(C)SCc1cc(N2CCCC2)nc(-c2ccccc2)n1	-5%	-1%	-1%	3%	-3	-9%	-12%	13µM*	4%	-2%	5%
Cc1ccc(C(=O)NC(=S)N2CCN(c3ccc([N+](=O)[O-])cc3)CC2)cc1	1µM*	-6%	-1%	-2%	-47	-3%	5%	0.71µM*	5%	-5%	4%
COc1ccc(Cn2c(C)ccc2C)cc1	14%	-1%	0%	-2%	-19	-17%	-3%	8%	-10%	8%	0%
Cc1ccc(OCC(=O)Nc2ccc(F)cc2)cc1C	-6%	3%	-2%	-2%	-2	?	-2%	38%	11%	4%	19µM*
Clc1ccc(Nc2nc3cccnc3s2)cc1	3%[10 µM]	-1%	2.8µM*	2.5µM*	7	?	1%	27%	1%	22%	?
Cc1cccc(NC(=O)Nc2c(C)[nH]c(=O)[nH]c2=O)c1C	-3%	-4%	0%	0%	-6	2%	·	-9%	-12%	-1%	1%
Cc1cc(C)n(-c2ccc(-n3ccnc3)nn2)n1	-2%	-4%	11%	-5%	5	5%	-1%	-7%	6%	4%	-9%
CCc1ccc(OCC(=O)OC2CCS(=O)(=O)C2)cc1 (stereo unspecified)	-4%	1%	0%	10%	6	10%	-10%	-1%	-17%	-7%	-3%
O=C(CCSc1nc(-c2ccc3c(c2)OCO3)cc(C(F)(F)F)n1)NCc1ccccc1	1%	2%	0%	-1%	?	?	0%	17%	-15%	9%	7%
C/C(=N/NS(=O)(=O)c1ccc(Br)cc1)c1ccc(NC(=O)c2ccc(C)o2)cc1	-4%	10%	2%	7%	0	26%	16%	?	?	16%	24µM*
